S1P4 antagonist = antagonists of human S1P4 receptor; 220,000 tested, 0.26% active; S1P4-expressing cells, antagonist mode, reporter read-out; inhibition, % at 4.98 µM; in the data active means inhibition above about 29%;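 further: 0% = wells stimulated with agonist and 100% = vehicle wells without agonist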
Mdm2 ligase inh = inhibitors of human Mdm2 E3 ubiquitin ligase. Q00987. cell-based MDM2 ubiquitination luciferase reporter, 2 h; 0 = plate control, 100 = twice control, blank-subtracted. signal enhancement, % at 5 µM. 210,000 tested, 0.11% active. AID 1230;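 active means signal enhancement of 30% or more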;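 further: luminescence tracks abundance of the self-degrading MDM2-luciferase fusion protein; higher signal means inhibition of MDM2 E3 ligase activity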
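test system = mammalian cells stably expressing self-ubiquitinating, self-degrading MDM2 E3–luciferase fusion | quantity = 2000 cells/well | incubation = cell settling 4 h, compound treatment 2 h, both 37 °C | signal = luminescence with SteadyLite reagent, 15 min at room temperature | evaluation = % enhancement relative to plate controls after blank subtraction | benchmarks = plate controls and plate blanks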
BaF3 tox = counter-screen for JAK2V617F inhibitors: parental Ba/F3 viability inhibitors; AID 1486; inhibition, % at 5.6 µM; CellTiter-Glo ATP luminescence; 220,000 tested, 1.1% active;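 active means inhibition above a per-campaign cutoff, the mean inhibition of all tested compounds plus 3 SD, cut at about 27% in these data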;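 further: 0% = DMSO wells and 100% = JAK Inhibitor I control wells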
Ba/F3 V617F tox = reduce viability of Ba/F3 cells dependent on JAK2V617F. Ba/F3 EpoR-JAK2V617F viability, ATP luminescence. inhibition, % at 5.6 µM. 220,000 tested, 1.1% active. AID 1446;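 active means inhibition above the campaign mean plus 3 SD over all tested compounds, cut at about 24% in these data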;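 further: cytokine-independent growth of Ba/F3 cells driven by EpoR plus mutant JAK2; 0% = DMSO-treated cells and 100% = JAK inhibitor I control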
NPY-Y2 PAM-ag = potentiators or agonists of human neuropeptide Y receptor Y2; cells expressing NPY-Y2, potentiator/agonist read-out; activation, % at 3.6 µM; 220,000 tested, 0.45% active; in the data active means activation above about 27%;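 further: cells stimulated with NPY near EC25 plus isoproterenol at EC100; 0% = vehicle plus submaximal agonist and 100% = vehicle plus saturating agonist; some results beyond the cut were filed as inactive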
Wee1 stabilizer = blocks degradation of human Wee1 kinase; reporter increase, % at 5 µM; HeLa Luc-Wee1K328M stability, luciferase luminescence; 100% = proteasome inhibitor MG132 effect; P30291; 220,000 tested, 1.2% active;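 active means activation above the mean of all tested compounds plus 3 SD, set per screening run, cut at about 8.8% in these data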;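 further: cells exposed to compound for 20 h before luminescence read; 0% = DMSO alone and 100% = MG132 at 30 µM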
PERK inhibitor = inhibitors of human PERK kinase | AID 1416 | 220,000 tested, 0.17% active | CHO PERK-DD fusion, SEAP luminescence translation reporter | inhibition, % at 5.6 µM | Q9NZJ5;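 active means inhibition above the mean inhibition of all tested compounds plus 3 SD, set separately per screening campaign, cut at about 2.9% in these data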;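 further: PERK kinase domain activated by AP20187 dimerizer at 100 nM; 0% = DMSO with dimerizer and 100% = rapamycin at 8.4 µM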
eIF4E 4G PPI = inhibitors of eIF4E and eIF4G interaction in translation initiation | P63073+Q04637 | TR-FRET eIF4E-eIF4GI(517-606) binding, 2 h | AID 782 | inhibition, % at 21.7 µM | 220,000 tested, 0.37% active;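 active means inhibition above about 30%, limit read from the data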;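 further: 0% = full FRET control wells and 100% = background wells lacking eIF4GI fragment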
Target sequence (P63073 whole entry, looked up, the tested form may be a part): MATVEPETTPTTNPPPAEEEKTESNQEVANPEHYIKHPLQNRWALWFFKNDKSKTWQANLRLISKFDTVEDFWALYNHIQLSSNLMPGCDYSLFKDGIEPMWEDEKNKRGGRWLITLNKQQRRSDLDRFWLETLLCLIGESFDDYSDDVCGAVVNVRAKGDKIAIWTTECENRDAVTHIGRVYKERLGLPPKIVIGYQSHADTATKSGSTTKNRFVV
Target sequence (Q04637 whole entry, looked up, the tested form may be a part): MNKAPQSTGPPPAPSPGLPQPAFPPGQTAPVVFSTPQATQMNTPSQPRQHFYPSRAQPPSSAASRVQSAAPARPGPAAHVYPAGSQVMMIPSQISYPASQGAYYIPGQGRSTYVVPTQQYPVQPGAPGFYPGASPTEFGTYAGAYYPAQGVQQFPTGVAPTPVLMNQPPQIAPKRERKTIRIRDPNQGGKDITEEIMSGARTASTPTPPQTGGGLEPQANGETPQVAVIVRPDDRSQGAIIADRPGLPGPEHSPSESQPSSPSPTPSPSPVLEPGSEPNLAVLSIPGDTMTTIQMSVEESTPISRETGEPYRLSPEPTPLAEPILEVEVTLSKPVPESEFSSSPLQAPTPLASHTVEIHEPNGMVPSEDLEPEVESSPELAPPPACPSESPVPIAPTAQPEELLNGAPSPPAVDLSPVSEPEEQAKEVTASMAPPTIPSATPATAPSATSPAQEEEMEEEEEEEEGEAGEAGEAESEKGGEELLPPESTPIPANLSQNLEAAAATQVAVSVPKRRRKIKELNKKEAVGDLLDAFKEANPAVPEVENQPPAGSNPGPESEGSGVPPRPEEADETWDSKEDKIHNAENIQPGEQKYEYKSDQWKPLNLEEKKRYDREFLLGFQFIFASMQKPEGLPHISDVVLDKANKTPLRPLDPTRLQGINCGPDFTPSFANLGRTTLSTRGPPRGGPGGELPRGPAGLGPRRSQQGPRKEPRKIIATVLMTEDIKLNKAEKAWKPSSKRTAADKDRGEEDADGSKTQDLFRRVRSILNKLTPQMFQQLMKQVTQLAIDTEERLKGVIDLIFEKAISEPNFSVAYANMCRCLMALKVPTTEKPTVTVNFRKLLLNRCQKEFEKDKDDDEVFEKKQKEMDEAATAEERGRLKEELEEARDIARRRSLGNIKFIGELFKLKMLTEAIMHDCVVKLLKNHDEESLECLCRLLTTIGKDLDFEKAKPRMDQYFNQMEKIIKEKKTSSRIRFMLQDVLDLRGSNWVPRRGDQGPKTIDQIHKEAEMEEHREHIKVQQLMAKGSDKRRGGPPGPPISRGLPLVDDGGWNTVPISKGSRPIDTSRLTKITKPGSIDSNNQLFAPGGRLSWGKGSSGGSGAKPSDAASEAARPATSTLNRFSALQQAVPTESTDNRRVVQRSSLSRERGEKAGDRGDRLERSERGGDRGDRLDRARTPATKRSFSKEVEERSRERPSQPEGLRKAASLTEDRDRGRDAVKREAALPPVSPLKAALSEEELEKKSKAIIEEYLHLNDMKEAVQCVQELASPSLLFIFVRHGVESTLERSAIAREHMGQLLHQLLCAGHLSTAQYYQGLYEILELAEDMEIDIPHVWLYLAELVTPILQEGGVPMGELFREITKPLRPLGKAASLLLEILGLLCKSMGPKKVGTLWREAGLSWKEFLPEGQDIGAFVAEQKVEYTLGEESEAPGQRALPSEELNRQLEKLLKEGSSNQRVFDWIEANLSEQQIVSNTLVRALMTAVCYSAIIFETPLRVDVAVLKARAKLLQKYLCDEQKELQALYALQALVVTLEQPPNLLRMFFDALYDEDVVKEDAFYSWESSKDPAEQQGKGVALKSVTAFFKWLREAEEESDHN
S1P4 ag = human S1P4 receptor agonism; activation, % at 4.98 µM; 220,000 tested, 0.35% active; S1P4-expressing cell line, agonist reporter assay; in the data active means activation above about 11%;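 further: 0% = DMSO vehicle and 100% = reference agonist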
Starred values were filed as active, the others as inactive; nt = no result given; [ ] = another dose, or the depositor's remark.

SMILES	S1P4 antagonist	Mdm2 ligase inh	BaF3 tox	Ba/F3 V617F tox	NPY-Y2 PAM-ag	Wee1 stabilizer	PERK inhibitor	eIF4E 4G PPI	S1P4 ag
CS(=O)(=O)N(CC(=O)Nc1ccc(CC#N)cc1)c1ccc(C23CC4CC(CC(C4)C2)C3)cc1	-10	-4	4	2	10	0	0.2	5	0.7
O=C(Nc1nnc(C23CC4CC(CC(C4)C2)C3)s1)c1ccc(N2C(=O)CCC2=O)cc1	-3	-24	1	-5	9	2	0.7	62*[fluorescence artefact?]	-0.3
CC(C)OCCCNC(=O)Cn1nc(-c2ccccc2)ccc1=O	-22	-6	3	7	-6	0	-0.6	0	0.8
COc1ccc(/C=C2/C(=O)N(Cc3ccccc3)N=C2C)cc1	-12	-10	4	-1	8	1	0.8	-4	-0.2
CCOCCCN1C(=O)CN(C2CCC(C)CC2)C(=O)C1c1ccc(C)cc1 (centres undefined)	-20	-12	5	1	-6	3	-0.5	-2	1.1
O=C(CCCc1nc(-c2ccccc2)no1)NCc1cccnc1	1	-9	6	-2	12	0	1.1	-3[fluorescence artefact?]	0.0
COc1ccc(OCCNS(=O)(=O)Cc2ccccc2)cc1	-16	-9	6	-1	10	1	0.4	-5	0.9
O=C(COC(=O)c1cc([N+](=O)[O-])ccc1NCCO)c1ccccc1	-5	-4	6	-2	6	3	0.5	1	3.3
O=C(NC(=S)N(CCO)Cc1ccccc1)c1ccc(S(=O)(=O)N2CCCC2)cc1	0	-9	12	0	-9	-2	0.5	-3	0.9
Cc1ccc(CNC(=O)CCc2c(C)nc3c(c(C)nn3-c3ccc(C)cc3)c2C)cc1	16	11	-2	0	1	1	1.3	2	1.1
CS(=O)(=O)CCSc1ncccc1C(=O)NCc1cccs1	1	-11	-1	0	-10	0	0.9	3	1.3
O=C(Cn1cnc2c(nnn2-c2ccccc2)c1=O)N1CCOCC1	-5	-16	4	4	-1	3	-0.7	-3	-1.0
Cc1cc(=O)oc(C)c1C(=O)NC12CC3CC(CC(C3)C1)C2	1	-8	2	-2	9	-1	0.1	-8[fluorescence artefact?]	3.5
COc1ccc(C(=O)NC(=S)N2CCN(c3ccc([N+](=O)[O-])cc3)CC2)cc1	-7	-14	3	-3	1	-4	0.0	-2[fluorescence artefact?]	-0.2
O=C(Nc1ccccc1C(=O)N1CCOCC1)c1ccncc1	-15	-8	0	-4	17	-3	1.0	-3	-2.3
CC1CCN(c2ccccc2N)CC1	2	-4	5	-1	-10	-2	0.8	-3	0.9
COC(=O)C1CSC(C(=O)OC)N1C(=O)CN1CCN(c2ccccc2)CC1 (centres undefined)	4	-25	4	2	4	3	0.7	-2	1.3
COc1ccc(/C(O)=C2/C(=O)C(=O)N(Cc3cccnc3)C2c2ccccn2)cc1 (centres undefined)	0	-16	8	0	11	3	0.4	-4	0.5
Cc1ccc(C(=O)N2CC3(C)CN(C(=O)c4ccc(C)cc4)CC(C)(C2)C3=O)cc1	-6	10	-1	0	30*	-2	0.2	16	-0.3
CSCCC(NC(=O)C1CCC(C)CC1)C(=O)O (centres undefined)	0	-6	-4	0	-4	-2	0.1	-2	1.2
O=C(CSc1ccc(Cl)cc1)Nc1ncccn1	-12	-8	10	2	-2	1	0.2	-8	-1.1
Cn1c(=O)oc2cc(S(=O)(=O)N3CCN(c4ccccn4)CC3)ccc21	-12	nt	-5	-6	3	-2	1.1	-2	-1.7
COc1ccc(CCNC(=O)c2ccc(N(C)S(=O)(=O)c3ccccc3)cc2)cc1	-20	-1	-1	2	-34	3	-0.9	1	0.8
CCCCCCCCOC(=O)C(NC(=O)CCC(=O)Nc1ccc(S(N)(=O)=O)cc1)C(O)c1ccccc1 (centres undefined)	-6	-22	2	-2	5	0	-0.1	14	-0.9
CC(=O)c1cc(C#N)c(Oc2ccc(Cl)cc2Cl)nc1C	-6	nt	-4	-4	1	-1	0.1	nt	0.0
(cont.)
SMILES	S1P4 antagonist	Mdm2 ligase inh	BaF3 tox	Ba/F3 V617F tox	NPY-Y2 PAM-ag	Wee1 stabilizer	PERK inhibitor	eIF4E 4G PPI	S1P4 ag
CCC(=O)Nc1ccc(C(=O)NCCCn2ccnc2)cc1	3	-10	1	-1	2	7	0.0	0	3.3
COc1nsnc1NS(=O)(=O)c1ccc(NC(=S)NC(=O)c2ccncc2)cc1	2	-8	-3	3	-6	-1	-1.2	-2	-0.6
Cc1nn(-c2ccccc2)nc1C(=O)Nc1nnc(C(F)(F)F)s1	6	-6	0	-1	-4	4	1.7	-1	0.1
C/C(=N\NC(=O)NC1CCCCC1)C1CCCCC1	2	12	3	-1	5	-4	1.5	1[fluorescence artefact?]	-0.1
O=C(CN1C(=O)c2ccccc2C1=O)N1CCN=C1c1ccccc1	5	-19	-1	3	-8	1	-1.1	2	3.1
Cc1cccc(NS(=O)(=O)c2c(C)noc2C)c1	1	-11	4	-1	-1	0	1.1	5	1.4
COCCn1c(=O)c2ccccc2c2ccccc2c1=O	2	-5	7	5	-16	2	-0.1	1	-0.2
CCCCOc1ccc(C(=O)NNC(=S)NC(=O)CC)cc1	-8	-2	7	-1	-4	0	1.7	1	1.3
Cn1c(=O)c2c(nc(OC/C=C/c3ccccc3)n2C)n(C)c1=O	4	nt	-1	2	-11	1	-1.2	nt	1.8
O=[N+]([O-])c1cc(C(F)(F)F)ccc1N1CCC(O)CC1	-25	-14	4	3	-2	2	0.1	2	0.8
CCOC(=O)Cn1nc(-c2ccccc2)c2cnc3ccc(CC)cc3c21	-2	nt	3	-1	6	3	-0.1	-3	1.1
O=C(NCc1ccc2c(c1)OCO2)c1cc2c(s1)CSC2	-4	nt	2	-5	-5	-2	0.9	8	2.9
COc1ccc(OCc2n[nH]c(=S)n2-c2ccc(C)cc2)cc1	2	5	1	0	-16	-2	0.3	-1	1.2
CCOC(=O)Cc1ccc(NC(=O)c2ccc(C(C)(C)C)cc2)cc1	-18	-5	0	-1	6	0	-1.5	3	-2.1
COC(=O)c1nn(-c2ccccc2)c(Sc2ccc(Br)cc2)c1/C=N/O	-12	9	8	0	-10	-2	0.7	0	-1.8
COc1cccc(NS(=O)(=O)c2ccc3c(c2)n(C)c(=O)c(=O)n3C)c1	-7	-4	5	0	21	-1	0.8	13	-1.8
CC1CCN(CCCCOc2ccccc2Br)CC1	-36	-8	4	1	-3	2	0.2	-5	0.9
O=C(c1cc2ccccc2c(=O)o1)N1CCc2ccccc2C1	-18	-36	3	-1	-4	-2	0.0	2[fluorescence artefact?]	-1.6
CC(=O)C1=C(C)OC(N)=C(C#N)C1c1cccc([N+](=O)[O-])c1 (centres undefined)	-12	-15	0	-3	-14	0	0.4	4	-0.5
CCCNC(=O)Nc1ccc(C(F)(F)F)cc1	-23	-18	1	1	-7	0	1.5	0	-0.5
COc1ccc(CCNC(=O)Cc2ccc(OC)c(OC)c2)cc1OC	-10	-5	-6	-3	-19	3	1.7	-1	1.6
COC(=O)c1ccc(NS(=O)(=O)c2ccccc2)o1	-7	-8	2	-2	7	0	1.4	-2	1.2
S=c1[nH]nc(-c2cc3c(s2)-c2ccccc2CC3)o1	-8	-11	3	0	-5	-1	-0.1	9[fluorescence artefact?]	5.0
O=C(NC1CCCCCC1)C1CCCN(S(=O)(=O)c2cnc[nH]2)C1 (centres undefined)	-34	-17	4	-2	7	1	1.5	2	-1.4
O=C(Nc1nnc(-c2ccccc2SCc2ccccc2)s1)Nc1ccccc1F	-14	1	1	-1	-12	-2	-0.1	-5	-0.6
Remaining list, next part:
SMILES	S1P4 antagonist	Mdm2 ligase inh	BaF3 tox	Ba/F3 V617F tox	NPY-Y2 PAM-ag	Wee1 stabilizer	PERK inhibitor	eIF4E 4G PPI	S1P4 ag
O=C(CNC(=O)c1ccncc1)N/N=C/c1ccccn1	10	-6	2	2	-1	3	0.0	-2	-0.9
CCOC(=O)C1CCCN(C(=S)Nc2cccc(Cl)c2)C1 (centres undefined)	-13	-18	3	-1	0	-3	1.1	-1	-0.2
O=C(COc1ccc2ccccc2c1)NNC(=O)c1cnccn1	-23	nt	7	-3	6	2	0.4	-5	-1.4
Cc1ccc(Oc2nc(-c3ccccc3)ncc2S(=O)(=O)c2ccc(C)cc2)cc1	-19	-15	3	-1	1	1	0.2	2	1.5
O=C(CSc1nc2ccccc2[nH]1)Nc1ccc2c(c1)CCC2	-12	-6	-1	-4	0	1	-0.5	-1[fluorescence artefact?]	-0.7
COc1ccccc1CNC(=O)C1=C(C)C(=O)OC12CCC(C)CC2 (centres undefined)	-12	-12	11	-2	-3	-2	-0.5	-3	-0.5
O=C(CSc1nnc(-c2ccccc2)n1-c1ccc(Cl)cc1)NNC(=S)Nc1ccccc1	-13	-15	0	4	1	-3	-0.2	-1	-0.2
CCOc1ccc(NC(=S)Nc2ccc(OCc3ccccc3)cc2)cc1	3	-7	8	1	-8	16*	0.6	0	-0.4
O=C(Nc1ccon1)C(Sc1ccccc1)c1ccccc1 (centres undefined)	-6	-18	3	0	10	-3	1.9	1	-1.5
CCOC(=O)/C(=C/c1ccc(Cl)cc1)NC(=O)c1ccco1	-6	1	3	2	-7	-2	0.1	4	1.1
N=c1n(Cc2ccccc2Cl)c2ccccc2n1CC(O)c1ccco1 (centres undefined)	1	-5	4	-2	-7	-3	-0.5	-1	1.6
CCC(=O)Nc1ccc2c(c1)ncn2-c1ccccc1	-24	17	5	5	7	2	-0.3	0	0.4
O=C(CCC(=O)Nc1ccccc1)NCCO	-2	0	6	2	-1	2	0.1	-5	-0.6
O=C(OCC(=O)c1ccco1)c1ccc2ncsc2c1	5	-13	1	-1	-11	-2	0.7	18	1.2
COc1ccc2[nH]c3c(=O)n(CCCCC(=O)NCCC(C)C)c(=S)[nH]c3c2c1	-3	1	9	2	-5	2	0.2	-1	-0.2
Cc1nc(Nc2ccc(Cl)cc2Cl)sc1C(=O)Nc1ccccc1	-15	-14	8	-1	4	-2	0.0	1	3.2
Cc1onc(-c2c(F)cccc2Cl)c1C(=O)Nc1sc2c(c1C(N)=O)CCC2	-26	-5	0	-4	9	-2	-0.8	3	0.0
c1ccc2c(c1)nc1n2CCN1CCNC1CCCCC1	-1	-15	7	1	-4	-1	-0.8	2	-0.3
COC(=O)c1ccc2c(c1)C(=O)/C(=C/c1ccc(O)cc1)O2	-10	2	5	2	-3	-3	-0.1	-8	-0.9
CS(=O)(=O)Nc1ccc(C2=NN(S(C)(=O)=O)C(c3ccccc3)C2)cc1 (centres undefined)	-20	2	2	1	-6	-3	0.0	-2	-0.3
OC1(c2ccc(F)cc2)CCN(Cc2nnnn2Cc2cccs2)CC1	-8	-52	2	-3	15	-2	0.0	8	-0.5
Cc1cccc(CCNC(=O)CCS(=O)(=O)c2ccc(Br)cc2)c1	-20	-14	5	-3	1	4	0.8	3	1.7
O=C(NCc1n[nH]c(=S)n1-c1cccc(Cl)c1)c1ccc(S(=O)(=O)N2CCCC2)cc1	15	-11	4	2	-1	11*	0.1	-3	0.2
O=C(C1CCCN1S(=O)(=O)c1cccc2nsnc12)N1CCCCCC1 (centres undefined)	-8	-7	1	0	-13	-1	0.2	1	0.9
Cc1cccc(C)c1OCc1nnc(SCC(=O)NCCc2ccccc2)o1	-3	nt	6	5	-7	-2	-1.0	1	-2.5

eIF4E 4G PPI, hit marks shown above
molecule,S1P4 antagonist,Mdm2 ligase inh,NPY-Y2 PAM-ag,Wee1 stabilizer,PERK inhibitor,eIF4E 4G PPI,S1P4 ag
O=C(Nc1nnc(C23CC4CC(CC(C4)C2)C3)s1)c1ccc(N2C(=O)CCC2=O)cc1,-3,-24,9,2,0.7,62*[fluorescence artefact?],-0.3
